Source: PubChem (several laboratories)
HTRA1 inhibitor: inhibitors of human serine peptidase HTRA1. recombinant HTRA1, FP-rhodamine activity-based probe, fluorescence polarization. inhibition, % at 5.96 µM. 0.5% of 340,000 active. AID 504803; in the data active = inhibition above about 36%;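 note: 0% = enzyme with DMSO and 100% = wells lacking enzyme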
Target sequence (Q92743 whole entry, looked up): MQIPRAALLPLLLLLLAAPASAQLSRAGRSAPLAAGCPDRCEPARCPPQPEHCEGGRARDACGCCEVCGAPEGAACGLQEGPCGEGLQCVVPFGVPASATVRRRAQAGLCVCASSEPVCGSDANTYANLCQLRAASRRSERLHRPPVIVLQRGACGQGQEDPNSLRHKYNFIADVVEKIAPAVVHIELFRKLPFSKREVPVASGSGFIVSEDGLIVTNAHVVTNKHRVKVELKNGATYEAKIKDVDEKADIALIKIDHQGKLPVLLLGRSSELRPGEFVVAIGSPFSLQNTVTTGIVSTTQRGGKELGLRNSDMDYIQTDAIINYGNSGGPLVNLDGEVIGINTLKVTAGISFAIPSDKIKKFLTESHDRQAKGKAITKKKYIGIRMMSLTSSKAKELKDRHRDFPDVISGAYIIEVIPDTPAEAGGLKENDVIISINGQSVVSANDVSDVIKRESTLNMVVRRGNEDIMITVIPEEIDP
PG9 binder: binds the HIV-1 gp120 antibody PG9. TR-FRET gp120-PG9 antibody binding. inhibition, % at 6.7 µM. 0.43% of 360,000 active. AID 624416; in the data active = inhibition above about 8.5%
mABHD4 FP: inhibitors of mouse ABHD4; purified mABHD4, FP-Rh probe fluorescence polarization; inhibition, % at 8.92 µM; 0.54% of 370,000 active; AID 720543; Q8VD66;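 active = inhibition exceeding the mean over every tested compound plus 3 SD, cut at about 30% in these data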;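 note: 0% = plate median of compound wells and 100% = S159A mutant with DMSO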
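Doses – 8.92 µM, single dose · Material – wild-type mouse ABHD4 protein · Replication – single well per compound (singlicate) · Measure – percent inhibition of probe binding, normalized to plate controls · Schedule – 45 min compound pre-incubation plus 60 min probe step, 25 °C · Detection – fluorescence polarization with parallel and perpendicular emission, 525/598 nm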
NR1D1 modulator: Rev-erb alpha (human) modulation. P20393. Rev-erbα–FITC-DNA binding, fluorescence polarization, 90 min. activity, % at 10 µM. 0.79% of 370,000 active;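 active = activity above about 14%, limit read from the data; passing the limit was not always enough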;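 note: 0% = DMSO wells with 35 nM protein and 100% = DMSO wells with 750 nM protein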
LEDGF integ inh: blocks HIV-1 LEDGF/p75-dependent DNA integration; inhibition, % at 3.7 µM; 0.64% of 370,000 active; TR-FRET IN-LEDGF/p75 DNA integration, Eu/Cy5;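 active = inhibition above the screen-wide mean plus 3 SD, cut at about 13% in these data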;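 note: signal is the Cy5 over europium emission ratio at 671 and 618 nm; 0% = plate median of compound wells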
TCR-CD3 inh: blocks the human TCR-CD3 interaction; AID 651800; 0.37% of 360,000 active; TAMRA-labeled TCR probe fluorescence, biochemical; inhibition, % at 9.4 µM; in the data active = inhibition above about 19%;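 note: recombinant mutant TCR 2C K166C tagged with TAMRA read by polarization; 0% = receptor in buffer alone and 100% = receptor with positive control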
PRMT1 inh: inhibitors of human PRMT1. AID 652257. Q99873. 1.3% of 370,000 active. recombinant PRMT1, activity-based probe fluorescence polarization. inhibition, % at 2.79 µM;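 active = inhibition above about 21% made by adding two undisclosed values, limit read from the data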
MBD2 inh: MBD2-methylated oligo binding inhibition. Q9UBB5. TR-FRET, MBD2 binding to methylated oligonucleotide. inhibition, % at 4.4 µM. 0.31% of 370,000 active. AID 686964; in the data active = inhibition above about 13%
Target sequence (Q9UBB5 whole entry, looked up): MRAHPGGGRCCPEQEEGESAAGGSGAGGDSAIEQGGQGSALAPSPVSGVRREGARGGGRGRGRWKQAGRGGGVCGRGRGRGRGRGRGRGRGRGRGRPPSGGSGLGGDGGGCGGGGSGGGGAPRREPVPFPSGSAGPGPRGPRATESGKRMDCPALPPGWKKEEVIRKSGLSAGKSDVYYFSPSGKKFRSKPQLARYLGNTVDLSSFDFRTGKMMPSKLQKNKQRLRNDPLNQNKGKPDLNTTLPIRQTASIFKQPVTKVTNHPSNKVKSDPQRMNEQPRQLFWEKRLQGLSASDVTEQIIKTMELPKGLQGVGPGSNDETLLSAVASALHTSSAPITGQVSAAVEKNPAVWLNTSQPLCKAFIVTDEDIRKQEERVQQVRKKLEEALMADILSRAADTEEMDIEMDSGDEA
rCAG RNA binder: binds r(CAG) RNA repeats; r(CAG) RNA repeat, TO-PRO-1 dye displacement fluorescence; inhibition, % at 3 µM; 1.3% of 370,000 active;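 active = inhibition above the plate cutoff, the mean of all test compounds on that plate plus 3 SD, cut at about 35% in these data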;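 note: 0% = DMSO alone and 100% = 100 µM mitoxantrone as full dye displacement; higher means more dye released from RNA so lower well fluorescence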
UHRF1 binding: UHRF1 methyl-DNA binding inhibition; Q96T88; UHRF1 binding to methylated oligo, TR-FRET; inhibition, % at 4.4 µM; 0.75% of 370,000 active; AID 687016; in the data active = inhibition above about 21%;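 note: UHRF1 SRA domain binding a hemimethylated CpG hairpin DNA probe; 0% = median of test compound wells and 100% = reference inhibitor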
Numbers without * were called inactive; nt = no result given; & = joins results of further samples; ! = not confirmed by another sample.

compound	HTRA1 inhibitor	PG9 binder	mABHD4 FP	NR1D1 modulator	LEDGF integ inh	TCR-CD3 inh	PRMT1 inh	MBD2 inh	rCAG RNA binder	UHRF1 binding
CCCCc1ccc(S(=O)(=O)Nc2nnc(C)s2)cc1	-2	4.0	-12	1	-1	2	3	5	25	3
Cc1cc2cccc(C)c2nc1SCC(=O)NCC1CCCO1 (stereo not drawn)	-5	-0.8	1	4	5	0	1	2	-8	1
Cc1c(NC(=O)COC(=O)c2ccc(O)cc2)c(=O)n(-c2ccccc2)n1C	1	-1.3	1	1	-1	0	-3	2	1	-1
CCc1c(C)sc(NC(=O)OC)c1C(=O)N1CCOCC1	5	-0.6	4	3	-1	-1	0	1	-2	0
CCOC(=O)CSc1nc(C)c(Oc2ccc(Cl)cc2Cl)c(=O)[nH]1	0	1.1	0	0	-3	4	4	-6	21	1
Cc1ccccc1NC(=S)NC1CCN(Cc2ccccc2)CC1	9	-0.6	3	-2	3	3	0	1	-5	8
O=C(Nc1cc(Cl)ccc1Oc1ccccc1)c1ccc(F)cc1	-31	-0.2	-16	3	3	5	-4	-6	1	2
CCOc1cc(N2CCOCC2)c(OCC)cc1NS(=O)(=O)c1cc(NC(C)=O)ccc1OC	0	-1.5	8	0	-5	3	3	1	2	3
O=C(Nc1ccc(Br)c(Cl)c1)C1CC1	-7	0.3	-9	1	-2	3	2	-3	1	-2
CCN1C(=NCCN2CCOCC2)N[C@@H](c2ccccc2)C(C(=O)OC)=C1C	3	0.2	-3	-2	-1	-2	1	6	-3	8
COc1ccccc1CCC(=O)OCC(=O)c1c(N)n(CC(C)C)c(=O)n(C)c1=O	-15	-1.5	-12	-8	4	-2	-3	-3	-9	-1
COc1ccccc1NC(=O)/C(=C\c1cccs1)NC(=O)c1ccco1	-2	-0.7	1	-4	3	3	1	-2	0	-1
COc1ccccc1-n1cnc2cc(C(=O)NCc3ccco3)ccc21	1	0.6	1	2	8	-1	3	-4	0	4
C/C(N)=C(/C#N)C(=O)COC(=O)c1cc(-c2ccc(Br)cc2)nc2ccccc12	-7&-7	-0.4&-1.1	-4&-3	-6&5	-4&0	3&2	-1&0	2&0	4&6	1&-1
COc1ccc(F)cc1-c1cc(NC(C)=O)c2ncc(-c3cccc(C(F)(F)F)c3)n2c1	nt	-1.4	-10	-2	1	-1	-3	2	15	1
Cc1cc(C)c(C)c(S(=O)(=O)N2CCC(C(=O)NNC(=O)c3ccccc3O)CC2)c1C	46*	1.1	7	1	-2	32*	1	-4	17	1
O=C(Nn1cnc2ccccc2c1=O)c1ccc(Br)cc1	12	-1.8	-7	2	-1	-2	0	0	6	1
Cc1cccc(NC(=O)CSc2nnc(CNC(=O)c3ccc(S(=O)(=O)N(C)C)cc3)n2-c2ccccc2)c1	-12	-1.6	-5	0	0	-1	3	-8	2	2
CCOc1cccc(C2C(C(=O)c3ccco3)=C(O)C(=O)N2Cc2ccncc2)c1 (stereo not drawn)	6	0.4	-1	-2	-5	2	4	-1	1	-6
O=[N+]([O-])c1ccc(CS(=O)Cc2ccccc2)cc1 (stereo not drawn)	-2	-3.4	2	-7	2	4	1	-1	-1	0
O=C(c1ccccc1-n1cccc1)N1N=C(C(F)F)CC1(O)C(F)F (stereo not drawn)	0	-0.2	8	-5	-1	-10	0	2	0	1
Cc1cc(/C(N)=N/OC(=O)c2ccc(Cl)cc2)no1	nt	-0.4	-5	3	-2	-4	-1	3	2	-1
Cc1ccc(NC(=O)CC[C@H]2O[C@@H](n3cnc4c(NC(=O)c5ccccc5)ncnc43)[C@H](O)[C@@H]2O)cc1C	nt	-0.3	3	-9	-13	-1	0	0	0	-1
Cc1cccc(OCC(=O)NCc2nc(-c3ccccc3)no2)c1	-10	-1.4	-7	1	1	-6	6	5	-7	1
CC(=O)C(Cc1ccccc1)NC(=O)COc1ccc2c(c1)OCO2 (stereo not drawn)	2	-1.9	-4	1	-1	2	-2	2	2	0
COc1cc(OC)cc(C(=O)Nc2ccc(CN3CCCCC3)cc2)c1	-2	2.3	-1	-4	-4	2	3	3	-4	2
Cc1c(C(=O)Nc2ccc(F)cc2)sc2ncn(CC(=O)N3CCCCC3)c(=O)c12	-7	0.1	-8	4	3	7	-3	-2	6	-4
C=CCSc1nc2ccccc2c(=O)[nH]1	-4	0.3	2	-4	-2	-3	7	7	1	0
O=[N+]([O-])c1cccc(-c2nc(-c3ccccc3)c(-c3cccs3)[nH]2)c1	-5	1.1	10	3	-3	0	0	0	5	-1
CC(=O)Nc1ccc(S(=O)(=O)Nc2ccc(=O)n(Cc3ccc(Cl)c(Cl)c3)c2)cc1	4	-2.9	2	-4	-2	5	-2	1	4	-2
CCOC(=O)C1(C)CCN1C(=O)c1cccs1 (stereo not drawn)	nt	-1.9	-6	2	3	-1	-10	-6	-2	-1
COc1ccc(/C=N/NC(=O)Cn2cc(C(F)(F)F)ccc2=O)cc1	2	2.3	7	1	4	5	1	-3	0	1

Gathered by group, those above with a furan ring, fused or not
compound	HTRA1 inhibitor	PG9 binder	mABHD4 FP	NR1D1 modulator	LEDGF integ inh	TCR-CD3 inh	PRMT1 inh	MBD2 inh	rCAG RNA binder	UHRF1 binding
COc1ccccc1NC(=O)/C(=C\c1cccs1)NC(=O)c1ccco1	-2	-0.7	1	-4	3	3	1	-2	0	-1
COc1ccccc1-n1cnc2cc(C(=O)NCc3ccco3)ccc21	1	0.6	1	2	8	-1	3	-4	0	4
CCOc1cccc(C2C(C(=O)c3ccco3)=C(O)C(=O)N2Cc2ccncc2)c1 (stereo not drawn)	6	0.4	-1	-2	-5	2	4	-1	1	-6

(continued)
compound	HTRA1 inhibitor	PG9 binder	mABHD4 FP	NR1D1 modulator	LEDGF integ inh	TCR-CD3 inh	PRMT1 inh	MBD2 inh	rCAG RNA binder	UHRF1 binding
CCOC(=O)[C@@H]1[C@H]2COc3cc(OC)ccc3[C@@H]2N2C(=O)N(c3cccc(C)c3)C(=O)[C@]12C	-60	0.3	0	-1	-1	-3	-3	0	-6	-2
CNC(=O)c1cc2c(cn1)[nH]c1ccccc12	-4	0.2	-14	-4	-4	4	10	9	2	-1
CN(Cc1cccs1)C(=O)c1cc(S(=O)(=O)N2CCOCC2)ccc1F	-3	0.9	1	-1	-2	-1	1	4	0	0
CC1CCN(S(=O)(=O)c2ccc3c(c2)C(Cl)(Cl)C(=O)N3)CC1	-4	1.2	2	-6	-4	-10	18	-4	14	-3
COc1ccccc1-c1coc2c(CN3CCCC(C)C3)c(O)ccc2c1=O (stereo not drawn)	5	2.1	-4	1	-2	9	-1	-7	2	-3
Cc1nn(C)cc1S(=O)(=O)Nc1ccc(F)c(F)c1	8	1.5	3	5	-1	7	0	7	-3	2
COc1ccc(OC)c(C2C(C#N)=C(N)Oc3cc(N)ccc32)c1 (stereo not drawn)	8	-1.5	26	-1	14*	4	9	-5	13	-4
CC(C)OC(=O)CC(NC(=O)OC(C)(C)C)c1ccccc1 (stereo not drawn)	nt	-0.1	5	-9	-1	6	2	-8	-9	2
CCC(C)Sc1ccc(-c2nc3cc(C)ccn3c2NC2CCCCC2)cc1 (stereo not drawn)	-7	5.7&4.0	8&14	20*!	4&-1	5&2	3&-1	-6&-1	-12&5	-1&0
O=c1cc(O)c2c(=O)n(-c3ccccc3)c3c(c2o1)CCCCC3	8	0.7	-1	5	0	9	-2	-2	-1	2
Cc1c(-c2ccc(Br)cc2)[n+](=O)c2c(n1[O-])CCCC2	-5	-0.2	3	1	-3	-3	2	0	-1	-1
Cc1nc(Sc2ccc(Br)cc2)c(C#N)c(C)c1[N+](=O)[O-]	-4	-0.3	-6	0	6	2	-3	2	1	-2
CC1CCN(S(=O)(=O)c2ccc3[nH]c(=O)[nH]c3c2)CC1	4	-0.1	2	-1	4	1	-2	-2	-3	3
O=C(CC1C(=O)NCCN1C(=O)Nc1ccc(F)cc1)Nc1ccc(F)cc1 (stereo not drawn)	3	-0.3	-15	-3	-3	2	8	10	-2	2
COC(=O)C1=C(C)N(C)C(C)=C(C(=O)OC)C1c1cccc(Br)c1	-17	1.1	-12	-3	1	-7	3	5	-12	0
COC(=O)[C@]12CCCCC=C1N(Cc1ccc3c(c1)OCO3)C(=O)[C@H](CC(=O)NCCc1ccccc1OC)C2	nt	2.1	1	4	5	-4	-5	-4	4	-2
Cc1cc(NC(=O)CCC(=O)N(CC(=O)NCC2CCCO2)c2ccccc2C)no1 (stereo not drawn)	-4	-0.7	1	4	-2	0	1	3	-12	0
O=C(O)c1cc(S(=O)(=O)N2CCCc3ccccc32)ccc1Cl	1	-0.4	1	6	-7	-3	3	2	4	5
O=C1OCC/C1=C\c1ccc(O)cc1	1	-2.9	3	5	-6	-8	3	1	0	-1
Cc1cccc(C(=O)NC(NCCc2ccccc2)C(Cl)(Cl)Cl)c1 (stereo not drawn)	-15	-1.6	3	nt	-1	2	3	-4	1	4
CCCCCCN1C[C@@H](O)[C@H](n2cc(C3CC3)nn2)C[C@@H]1c1ccc(C)cc1	-11	-1.4	-4	3	0	-5	2	-1	2	1
Cc1cc(N2CCN(CCO)CC2)n2nc(C)nc2n1	nt	nt	0	-2	4	nt	-4	-3	2	-4
O=C(Nc1cccc(C(=O)N2CCOCC2)c1)c1ncn[nH]1	1	-1.4	1	1	0	-3	-3	1	2	1
CC(=O)Nc1cccc(OCCCOc2ccc([N+](=O)[O-])cc2)c1	2	-1.1	-1	2	5	-4	-2	1	-4	2
Cc1cc(C)c(NC(=O)COc2nncc3ccccc23)c(C)c1	7	-1.3	1	-1	1	7	-1	-3	2	-1

An excerpt. The share of hits here may be higher or lower than overall.
